From PubChem BioAssay
MBNL1 CUG block: blocks human MBNL1 binding to CUG repeat RNA. Q9NR56. AID 2675. TR-FRET MBNL1-His/biotin-(CUG)12 binding, 665/545 ratio. hit rate 0.036% among 280,000. Potency, µM (highest dose often 57.5 µM), for inactives: at the top dose activity change, negative = inhibition, actives largely listed as inhibitors; active = well fitted inhibition curve with a large enough effect in the signal ratio, with a control signal flat, not every such curve was filed as active; inconclusive = small, poorly fitted or top-dose-only effect, or effect the other way, or a change in a side signal; inactive = no such curve, though single readings can be large or run the other way; the % refers to the signal ratio; also: % is scaled to controls: 0 for no effect and ±100 for the full control effect
Target sequence (Q9NR56 whole entry, looked up): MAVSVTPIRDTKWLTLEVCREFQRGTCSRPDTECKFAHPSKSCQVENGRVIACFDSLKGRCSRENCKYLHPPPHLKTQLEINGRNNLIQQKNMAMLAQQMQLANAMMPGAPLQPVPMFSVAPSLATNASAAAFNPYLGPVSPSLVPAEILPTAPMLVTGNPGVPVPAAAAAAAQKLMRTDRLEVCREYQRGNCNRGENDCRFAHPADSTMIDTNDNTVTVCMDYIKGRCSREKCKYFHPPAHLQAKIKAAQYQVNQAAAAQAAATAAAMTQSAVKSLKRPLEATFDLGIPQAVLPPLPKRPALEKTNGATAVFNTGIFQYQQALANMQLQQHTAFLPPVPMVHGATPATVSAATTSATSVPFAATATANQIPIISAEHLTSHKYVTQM
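His-tagged MBNL1 binding to biotinylated (CUG)12 RNA was measured by TR-FRET using terbium anti-His antibody (0.055 ng/ul final) and streptavidin-XL665 (5 nM final). Compounds were titrated 92 nM to 58 uM; 60 min at room temperature.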
Gal4-VP16 FLuc: Gal4-VP16 reporter inhibition counter-screen; Potency, µM (doses to about 53.6 µM), without a hit: top-dose activity, negative = inhibition, usual class: inhibitors; hit rate 3.5% among 310,000; Drosophila S2 Gal4-VP16 UAS-luciferase, luminescence, 20 h;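 also: Gal4-VP16 expression switched on by copper sulfate through the metallothionein promoter; % is scaled to controls: 0 for no effect and ±100 for the full control effect; nearly all actives have a fitted effect of over 50% in size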
uPA surface inh: cell surface uPA generation inhibition; Potency, µM (titrated, usually from 38.3 µM), for the others: at the top dose activity change, negative = inhibition, usual class: inhibitors; hit rate 0.31% among 330,000; AID 540303; cell surface uPA generation assay, qHTS; active = well fitted inhibition curve with a large enough effect; inconclusive = small, poorly fitted or top-dose-only effect; inactive = no such curve, though single readings can be large or run the other way; tested in mouse RAW 264.7 cells; also: % is scaled to controls: 0 for no effect and ±100 for the full control effect; nearly all actives have a fitted effect of over 55% in size
FLuc modulator: firefly luciferase modulation, counter-screen for miR-21 project | purified FLuc, Km substrates, luminescence inhibition | hit rate 6.9% among 360,000 | Potency, µM (titrated, usually from 57.5 µM), inactives show top-dose activity change, negative = inhibition, hits mostly inhibitors | P08659;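 also: plate controls were vehicle for no effect and reference inhibitor for full effect; nearly all actives have a fitted effect of over 55% in size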
Target sequence (P08659 whole entry, looked up): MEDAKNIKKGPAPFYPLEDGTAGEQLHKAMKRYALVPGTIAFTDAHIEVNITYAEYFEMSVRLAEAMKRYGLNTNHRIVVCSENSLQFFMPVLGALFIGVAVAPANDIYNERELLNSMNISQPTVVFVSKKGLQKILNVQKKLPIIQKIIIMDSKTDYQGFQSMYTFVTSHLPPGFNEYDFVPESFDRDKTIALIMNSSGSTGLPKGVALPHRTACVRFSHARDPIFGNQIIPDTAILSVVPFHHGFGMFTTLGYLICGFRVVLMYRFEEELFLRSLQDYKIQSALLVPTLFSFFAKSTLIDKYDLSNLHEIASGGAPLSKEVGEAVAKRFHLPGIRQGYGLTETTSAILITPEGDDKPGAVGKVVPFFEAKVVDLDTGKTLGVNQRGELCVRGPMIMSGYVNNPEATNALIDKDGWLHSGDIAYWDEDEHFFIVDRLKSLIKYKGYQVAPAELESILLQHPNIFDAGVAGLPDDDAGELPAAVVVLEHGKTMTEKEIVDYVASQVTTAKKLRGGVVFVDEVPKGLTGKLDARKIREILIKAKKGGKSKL
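Purified P. pyralis luciferase (10nM final) with 10uM D-luciferin and 10uM ATP (Km levels) in 50mM Tris acetate pH 7.5, 10mM Mg acetate, 0.01% Tween-20, 0.05% BSA; qHTS 6-point titration, ~60 µM downward; luminescence read.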
Rab9 prom act: activates the Rab9 promoter; AID 485297; Huh7 Rab9 promoter-luciferase reporter, luminescence, 24 h; Potency, µM (top dose mostly 9.22 µM), inactives show top-dose activation, negative = inhibition, hits mostly activators; hit rate 2.8% among 320,000; also: % of control where 0% means no effect; nearly all actives have a fitted effect of over 60% in size
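Measured in stably transfected Huh7 cells bearing a Rab9 promoter–luciferase construct: 24 h compound treatment at 37 °C, followed by luminescence detection.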
RORgamma inh: blocks mouse ROR gamma transcriptional activity. AID 2551. P51450. Potency, µM (titrated, usually from 53.6 µM), without a hit: top-dose activity change, negative = inhibition, actives largely listed as inhibitors. Drosophila S2 Gal4-RORgamma UAS-luciferase reporter, 20 h. hit rate 5.4% among 310,000; also: % is scaled to controls: 0 for no effect and ±100 for the full control effect; nearly all actives have a fitted effect of over 60% in size
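In this cell-based reporter format, copper sulfate (700 uM final) drives Gal4–ROR gamma fusion expression from a metallothionein promoter in Drosophila Schneider cells; compounds preincubated 1 hr, reporter read after 20 hr at ambient temperature.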
p53 reactivation: re-activators of mutant p53; hit rate 0.063% among 320,000; Potency, µM (doses to about 92.2 µM), inactives show at the highest dose activity change, positive = activation, actives largely listed as activators; H1299 p53-A138V BP100-luciferase reporter, luminescence, 24 h; also: % of control where 0% means no effect; nearly all actives have a fitted effect of over 45% in size
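H1299 (p53-null), stable ts p53-A138V + BP100-Luc; 1000 cells/well, Opti-MEM/10% FBS; cpd 4 pt, 1:5; 24 h, 37 deg C, 5% CO2; detection reagent 10 min RT; luminescence.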
NPC1 promoter act: activates the NPC1 promoter | Huh7 NPC1 promoter luciferase reporter, 24 h | Potency, µM (titrated, usually from 9.22 µM), inactives show top-dose activation, most hits filed as activators | hit rate 2.4% among 320,000 | AID 485313;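 also: % of control where 0% means no effect; nearly all actives have a fitted effect of over 60% in size; reporter is driven by a mutant NPC1 promoter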
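Luminescence from an NPC1 promoter-driven luciferase reporter in stably transfected Huh7 cells was measured after 24 h compound treatment at 37 °C, followed by 10 min ambient incubation with luciferase detection reagent.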
ELG1 genotoxic: inducers of genotoxicity in HEK293T ELG1-luciferase cells | HEK293T ELG1-luciferase reporter, luminescence, 16 h | Potency, µM (series often up to 46 µM), without a hit: at the highest dose activity change, positive = activation, usual class: activators | hit rate 1.3% among 330,000; also: % of control where 0% means no effect; nearly all actives have a fitted effect of over 60% in size
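ELG1-luciferase HEK293T cells, 2,000/well; compound pinned in; 16 hr, 37 °C, 5% CO2; ONE-Glo, 30 min RT; luminescence on CCD imager.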
BRCA1 expr up: activators of BRCA1 expression | hit rate 1.1% among 380,000 | AID 624202 | Potency, µM (highest dose often 46.1 µM), for inactives: at the highest dose activation, actives largely listed as activators | MCF7-BRCA1-FFLuc reporter, luminescence, 48 h; response scale: scaled: vehicle 0%, 10 µM genistein 100%; also: nearly all actives have a fitted effect of over 80% in size; some results filed as inactive show a strong effect at the top dose
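MCF7-BRCA1-FFLuc cells, 2000/well in phenol-red-free MEM, attached 2 h then treated 48 h at 37 C. Luciferase luminescence read 15 min after reagent; normalized to genistein maximum activation (10microM) and DMSO, concentration-response fitted.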
An asterisk follows results filed as active; ? = inconclusive; nt = no result given; [ ] = another dose, or the depositor's remark. Unless noted, calls follow the shape of the dose curve; as a rule, active = well fitted curve in the direction sought with a large enough effect; inconclusive = small, poorly fitted or top-dose-only effect, or another doubt; inactive = no such curve, though single readings can be large; an effect the other way counts as inactive or inconclusive. Potency is read from the fitted curve at half-maximal effect. Compounds as they come, and some 13% of all compounds hit somewhere here.

Results follow in this order: ELG1 genotoxic, NPC1 promoter act, p53 reactivation, BRCA1 expr up, RORgamma inh, Rab9 prom act, MBNL1 CUG block, FLuc modulator, uPA surface inh, Gal4-VP16 FLuc
1) COc1ccc(C2=Nn3c(nnc3-c3cc(C)[nH]n3)SC2)cc1
 : 20.6µM*, -8.4%, -4.9%, -56.1%, -32.0%, -2.2%, 2.0%, -1.3%, -6.3%, -0.5%
2) Cc1ccccc1C(=O)NNC(=O)Cc1ccccc1
 : 0.0%, 0.1%, -2.5%, -1.2%, 15.6%, -1.7%, -7.0%, 0.6%, 2.8%, 3.8%
3) NCCCC[C@H](NC(=O)C1CCNCC1)c1nnc(CN)o1
 : 1.4%, -2.4%, 1.5%, nt, 2.2%, 11.4%, -1.4%, -1.2%, nt, -6.4%
4) Nn1c(SCC(=O)NC(=O)NC2CCCC2)nnc1-c1ccccc1F
 : -1.7%, 6.2%, -2.2%, -0.1%, -9.6%, -1.8%, -11.0%, 3.2%, 18.8%, -6.6%
5) O=C(NCc1ccccc1CN1CCOCC1)c1ccc(-n2cccn2)cc1
 : -4.6%, nt, 1.0%, -24.4%, nt, nt, nt, nt, 14.5%, nt
6) CCN(C(=O)c1ccc(S(=O)(=O)N2CCC(C)CC2)cc1)C1CCS(=O)(=O)C1 (stereo unspecified)
 : 1.1%, 2.2%, -0.2%, -18.3%, nt, -1.4%, nt, -2.3%, 4.9%, nt
7) Cc1ccc(N2CCN(S(=O)(=O)c3ccc(C)cc3)CC2)cc1
 : -1.0%, -6.2%, nt, 0.1%, -23.1%[1.91 µM], 0.3%, -4.2%, 6.1%, 4.7%, -1.1%
8) Cc1ccc(CSc2nncn2-c2ccccn2)cc1
 : 9.7%, -2.0%, -14.1%, 13.6%, -11.5%, -7.9%, ?, 4.1%, -8.0%, 3.3%
9) O=C(O)c1cccc(-n2cccc2/C=C2\NC(=O)N(Cc3ccc(F)cc3)C2=O)c1
 : -6.2%, -3.2%, 2.7%, -11.4%, 38.9%, 0.0%, ?, 0.6%, -0.3%, -17.1%
10) CC(=O)NC1=C(N(C)C2CCS(=O)(=O)C2)C(=O)c2ccccc2C1=O (stereo unspecified)
 : -7.9%, -12.8%, -31.0%[inhibitor], -74.4%, 2.51µM*, -14.9%, ?, -2.3%, -17.7%, 7.94µM*
11) COc1ccccc1/C=C/CN1CCC(Oc2cc(C(=O)NC3CC3)ccc2OC)CC1
 : -0.8%, -9.0%, -8.7%, -1.2%, 7.8%, 2.0%, 1.9%, 2.4%, 5.4%, -3.2%
12) CCN1C(=O)N(CN2CCOCC2)C2C1N(CN1CCOCC1)C(=O)N2CC (stereo unspecified)
 : -0.8%, 7.9%, 5.0%, 13.9%, 24.4%, -5.5%, -2.9%, 5.2%, 3.7%, -1.5%
13) O=C(NCC(c1cccs1)N1CCOCC1)c1ccc(Cl)s1 (stereo unspecified)
 : 3.1%, -18.3%, -0.1%, -84.0%, ?, -20.6%, 2.0%, 0.0%, ?, -3.7%
14) CC(=O)n1cc(N(C(=O)CCl)c2ccc(C)cc2)c2ccccc21
 : -24.5%, -45.4%[inhibitor], -15.1%, -79.8%, 11.2µM*, -53.7%[inhibitor], 2.6%, 3.8%, -17.2%, ?
15) O=C(O)c1ccc(/C=N/NC(=S)NC2CCCCC2)cc1
 : 14.2%, 19.1%, -2.7%, -5.1%, -23.0%, ?, 2.7%, -20.2%, -5.5%, 9.6%
16) CN(C)c1nc(N(C)C)nc(N(C#N)CCOc2ccccc2)n1
 : -1.5%, -6.7%, -13.0%, -29.4%, -24.4%, -2.4%, 0.1%, 0.0%, 0.5%, -14.7%
17) CSCCC1NC2(C(=O)Nc3ccc(Cl)cc32)[C@@H]2C(=O)N(C3CCCC3)C(=O)[C@H]12 (stereo partly specified)
 : -7.5%, 1.2%, -17.4%, -38.6%, 29.9%, -5.5%, 8.5%, -5.7%, 2.2%, -5.2%
18) CCOC(=O)CCCNC(=O)COC(=O)c1cc2ccccc2cc1O
 : 1.4%, 1.3%, 0.9%, 0.0%, -12.1%, -2.3%, 5.9%, -0.4%, 1.9%, -2.4%
19) CCn1cc(/C=C(\NC(=O)c2cc(OC)c(OC)c(OC)c2)C(=O)NCCCN2CCOCC2)c2ccccc21
 : -2.7%, 1.6%, 10.6%, -1.8%, -13.2%, -1.6%, ?, 1.7%, 0.7%, 4.0%
20) C[C@H]1COC(=O)[C@H](CC(=O)OC(C)(C)C)C/C=C\C[C@@H](CC(=O)NCCO)C(=O)N1
 : 1.1%, nt, 0.1%, -2.6%, nt, nt, nt, nt, -6.7%, nt
21) CC(=O)Nc1ccc(NC(=O)CSc2nnc(CNc3ccc(F)cc3)n2CC2CCCO2)cc1 (stereo unspecified)
 : -1.7%, -2.6%, 5.8%, 26.6%, 13.8%, 0.7%, -2.8%, -0.8%, -4.5%, 0.0%
22) CC(=O)Nc1nnc(SCC(=O)NC(C)(C)C)s1
 : -7.1%, 17.2%, -1.2%, 1.0%, 0.8%, 11.5%, 1.4%, -0.2%, 2.6%, -18.1%
23) CCn1c2ccccc2c2cc(NC(=O)c3cc(C)on3)ccc21
 : -1.7%, -0.3%, 3.5%, -39.7%, -2.3%, -3.4%, 1.9%, -18.0%, -13.4%, 14.5%
24) CCN1CCSc2ccc(C(=O)Nc3ccc(NC(C)=O)cc3)cc21
 : 2.0%, -0.6%, -1.7%, -11.2%, 18.2%, -1.5%, 58.3%[activator], 1.4%, 2.1%, 3.3%
25) COc1ccc(/C=N/N=C2/NC(=O)CC(C(=O)O)S2)cc1 (stereo unspecified)
 : -0.6%, 1.0%, ?, -9.0%, -10.2%, 0.9%, nt, ?, 1.1%, -4.9%
26) Cc1cnc([N+](=O)[O-])n1CCOC(=O)NC(=O)c1cccc(F)c1
 : -1.0%, -0.6%, 0.6%, 8.1%, 13.1%, 4.2%, nt, -6.9%, -0.1%, -11.5%
27) CC(=O)N1N=C(c2ccco2)CC1c1cc2cc(C)ccc2nc1Cl (stereo unspecified)
 : 2.8%, 0.8%, -1.7%, 0.0%, -6.2%, -2.6%, -11.2%, 1.4%, 1.6%, -19.7%
28) CC(C)N(C(=O)CSc1nnc(Cc2ccc3c(c2)OCO3)n1C)C(C)C
 : -3.2%, -7.6%, -3.6%, 4.0%, 0.1%, -4.0%, -1.4%, -6.1%, 6.5%, 3.4%
29) CCOc1ccc(CCNC(=O)C2CC(=O)N(C3CCCC3)C2)cc1OCC (stereo unspecified)
 : -3.3%, -2.1%, 0.9%, -4.5%, 4.5%, 0.6%, -3.4%, 1.9%, -6.2%, -1.3%
30) O=C(O)c1ccn(COc2ccc(Br)cc2)n1
 : 20.1%, 0.2%, -3.0%, 0.0%, -14.3%, -1.4%, -7.7%, 3.2%, -3.4%, -9.3%
31) OC1CCN(Cc2cn(Cc3ccccc3)nc2-c2cc3ccccc3o2)CC1
 : -1.4%, -2.9%, -1.6%, -0.6%, 10.6%, -0.3%, 5.0%, -5.3%, 0.3%, 4.0%
32) Cc1cc(C)n(-c2ccc(NC(=O)C3CCCCN3C(=O)c3cccs3)cc2)n1 (stereo unspecified)
 : -5.2%, 2.6%, -0.9%, 26.1%, -11.8%, 5.4%, -4.7%, 6.1%, -1.0%, -7.0%
33) CC(Sc1ncnc2c1cnn2-c1ccccc1)C(=O)Nc1ccc(N2CCOCC2)cc1 (stereo unspecified)
 : 4.6%, ?, 4.9%, -45.0%, nt, 0.1%, nt, -13.5%, -16.4%, nt
34) Nc1ncnc2c1ncn2C1CCCO1 (stereo unspecified)
 : -0.8%, 2.4%[46.1 µM], -1.0%, 21.3%, -0.1%, 0.2%[46.1 µM], nt, -1.5%, -3.7%, -2.8%
35) N#CCCN1CCN(C2=NC(=O)/C(=C\c3cccs3)S2)CC1
 : 2.5%, 2.6%, -0.6%, 1.8%, 1.5%, 12.1%, ?, ?, nt, 2.8%
36) O=C(Nc1ccc(Br)cc1)c1cc(-c2ccc3c(c2)OCO3)on1
 : 3.8%, -9.0%, 2.9%, -3.5%, -36.4%, -11.3%, -2.1%, -1.9%, 6.4%, -5.6%
37) CC(C(=O)Nc1ccc(C(N)=O)cc1)N1C(=O)c2ccccc2S1(=O)=O (stereo unspecified)
 : 1.3%, 5.9%, -5.4%, -6.6%, nt, -11.0%, nt, -0.2%, -3.5%, nt
38) O=C(NCc1ccccc1)NCc1cccs1
 : 13.8%, 10.2%, 3.2%, 60.8%, 17.5%, 27.6%, 0.4%, ?, -1.3%, 4.2%
39) CCOC(=O)c1c(C)[nH]c(C)c1C(=O)CSc1nc2ccccc2n1CCC#N
 : 1.5%, -4.7%, -10.5%, -40.0%, 7.6%, -3.1%, -1.2%, 6.5%, 4.6%, -2.4%
40) CCN(CC)S(=O)(=O)c1ccc(Cl)c(C(=O)Nc2nncs2)c1
 : -5.0%, -4.1%, -1.8%, -20.9%, -3.7%, 1.9%, 9.3%, 0.1%, -0.3%, 12.4%
41) Cc1onc(-c2ccccc2)c1C(=O)N1CCN(c2ncccn2)CC1
 : -0.4%, -4.6%, -2.3%, 1.4%, -20.2%, 2.3%, 3.6%, 0.0%, 1.3%, 10.0%
42) Cc1ccc(NC(=O)c2nc[nH]c2C(=O)NC2CCN(C(=O)OC(C)(C)C)CC2)cc1
 : -3.3%, nt, 0.8%, -0.7%, nt, nt, nt, nt, -2.6%, nt
